Compound activity (PubChem BioAssay)
DT40 TDP1 no CPT: qHTS for Inhibitors of human tyrosyl-DNA phosphodiesterase 1 (TDP1): qHTS in cells in absence of CPT; DT40 Tdp1-/- hTDP1 cells, no CPT, ATP luminescence, 48 h; 15% of 420,000 active; Potency, µM (top dose mostly 46.2 µM), without a hit: top-dose activity change, negative = growth inhibition, hits mostly inhibitors; further: nearly all actives have a fitted effect of over 55% in size
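Chicken DT40 Tdp1-/- cells stably complemented with human TDP1 were seeded at 400 cells/well with DMSO in place of 20 nM camptothecin. After compound pinning, cells grew at least 48 hr at 37 °C; viability read by CellTiter-Glo luminescence.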
TDP1 inh: TDP1 (human) enzyme inhibition | Potency, µM (titrated, usually from 130 µM), inactives show top-dose activity change, negative = inhibition, hits mostly inhibitors | recombinant TDP1, AlphaScreen DNA substrate cleavage | 0.28% of 350,000 active; further: nearly all actives have a fitted effect of over 40% in size
Target sequence (Q9NUW8 whole entry, looked up): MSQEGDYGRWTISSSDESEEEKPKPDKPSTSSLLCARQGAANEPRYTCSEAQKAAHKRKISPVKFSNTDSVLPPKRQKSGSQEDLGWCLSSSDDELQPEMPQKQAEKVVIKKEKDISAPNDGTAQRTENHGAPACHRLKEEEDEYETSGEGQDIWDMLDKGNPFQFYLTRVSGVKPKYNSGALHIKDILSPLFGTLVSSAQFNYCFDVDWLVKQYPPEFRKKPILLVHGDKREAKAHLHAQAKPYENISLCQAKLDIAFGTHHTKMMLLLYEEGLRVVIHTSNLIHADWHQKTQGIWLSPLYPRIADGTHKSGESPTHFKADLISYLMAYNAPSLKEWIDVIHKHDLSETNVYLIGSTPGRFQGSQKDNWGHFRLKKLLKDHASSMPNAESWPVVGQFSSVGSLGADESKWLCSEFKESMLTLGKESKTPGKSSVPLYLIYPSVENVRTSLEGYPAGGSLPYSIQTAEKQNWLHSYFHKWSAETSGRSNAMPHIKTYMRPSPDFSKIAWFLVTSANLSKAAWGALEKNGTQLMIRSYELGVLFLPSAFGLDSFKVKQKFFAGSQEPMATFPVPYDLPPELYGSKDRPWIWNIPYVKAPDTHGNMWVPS
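Compounds were preincubated with Tdp1 (1 nM final) for 15 min at room temperature before substrate (15 nM final) started a 5 min reaction; beads (10 ug/ml final) were then added for 10 min before AlphaScreen detection.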
DT40 TDP1 CPT: growth inhibition of DT40 Tdp1-/-;hTDP1 cells with camptothecin (screen for TDP1 inhibitors). chicken DT40 Tdp1-/-;hTDP1 cells + 20 nM CPT, ATP luminescence, 48 h. Potency, µM (top dose mostly 46.2 µM), for the others: at the top dose activity change, negative = growth inhibition, hits mostly inhibitors. 12% of 420,000 active. AID 686979; further: nearly all actives have a fitted effect of over 55% in size
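Chicken DT40 Tdp1-/- cells stably complemented with human TDP1 were seeded at 400 cells/well in medium containing 20 nM camptothecin, exposed to pin-transferred compounds, and grown at 37 °C for at least 48 hr. Viability was read as ATP luminescence.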
* hit, by the source's call; ? = inconclusive; / = no result given; & = joins results of further samples; [ ] = another dose, or the depositor's remark. The call rests on the fitted dose curve; in most records, active means well fitted curve in the direction sought with a large enough effect; inconclusive means small, poorly fitted or top-dose-only effect, or another doubt; inactive means no such curve, though single readings can be large; an effect the other way counts as inactive or inconclusive. On the % scale 0 is the no-effect control and ±100 the full control effect; potency means the concentration at half of the fitted maximal effect.

The line under a structure holds: DT40 TDP1 no CPT, TDP1 inh, DT40 TDP1 CPT
> CCCCCC1CC(=O)NC1(C(=O)OCC)C(=O)OCC (stereo not drawn)
 : -2%, /, 22%
> CC(C)(C)OC(=O)N1CCCC(C(=O)Nc2cccc(C(=O)N3CCCCC3)c2)C1 (stereo not drawn)
 : -24%, /, -17%
> CCn1c(C)nnc1SCC(=O)Nc1ccc(Cl)cc1
 : 1%, /, -6%
> COc1ccc(N2C(=O)CS(=O)(=O)C23C(=O)N(Cc2ccc(C)cc2)c2ccccc23)cc1Cl (stereo not drawn)
 : ?, 0%, -25%
> N=C1C2=C3Sc4ccccc4N3CCCC2=NN1c1cccc(S(=O)(=O)O)c1
 : -9%, -1%, -1%
> Cc1noc(C)c1-c1cncnc1NCCN1CCOCC1
 : 7%, /, 4%
> CC1(N2CCCCC2)CC2(O)C(=[N+]1[O-])CCC/C2=N\O (stereo not drawn)
 : -12%, -4%, -5%
> Cc1ccc(C(=O)NCCc2nnc3ccc(N4CCCC4)nn23)cc1
 : -9%, 2%, -2%
> C=CCNC(=O)COC(=O)/C=C/c1cccs1
 : -15%, 0%, 3%
> COc1ccccc1CCn1c(=O)c(-c2ccccc2)nc2cncnc21
 : ?, /, ?
> CCCOc1ccc(-c2csc(NC(=O)CN3C(=O)CCC3=O)n2)cc1
 : 1%, -1%, -22%
> COc1cc2cc(CCCOC(=O)c3cc(OC)c(OC)c(OC)c3)oc(=O)c2cc1OC
 : ?, 2%, -18%
> O=C(NNc1cc(Cl)ccc1Cl)c1cccs1
 : -14%, -3%, 0%
> Fc1ccc(Nc2nc3ccccc3c3nncn23)c(Cl)c1
 : ?, -4%[12.3 µM], ?
> COc1cc(C(=O)N2CCN(c3cccc(Cl)c3)CC2)ccc1OCC(=O)N1CCOCC1
 : ?, /, ?
> Cc1ccc(CNC(=O)c2cc(-c3ccc(C)cc3)nc3n[nH]c(-c4cccc([N+](=O)[O-])c4)c23)cc1
 : ?, 5%, 12µM*
> C=CC[C@@H](Cc1ccc(F)cc1)C(=O)OC[C@H]1CCCN1C(=O)[C@H](CC=C)CC(=O)NCCO
 : ?, 2%, ?
> Cc1c(C(=O)N2CCC(C(=O)Nc3ccc(F)c(Cl)c3)CC2)sc2nc[nH]c(=O)c12
 : -29%, 0%, -29%
> CC1CC(C)CN(c2oc(-c3ccccc3F)nc2C#N)C1 (stereo not drawn)
 : ?, /, ?
> Cc1ccc(C(C)NC(=O)COC(=O)C2=COCCO2)cc1C (stereo not drawn)
 : -11%, 1%, -3%

Four entries from above, bar-delimited.
SMILES | DT40 TDP1 no CPT | TDP1 inh | DT40 TDP1 CPT
C=CC[C@@H](Cc1ccc(F)cc1)C(=O)OC[C@H]1CCCN1C(=O)[C@H](CC=C)CC(=O)NCCO | ? | 2% | ?
Cc1c(C(=O)N2CCC(C(=O)Nc3ccc(F)c(Cl)c3)CC2)sc2nc[nH]c(=O)c12 | -29% | 0% | -29%
CC1CC(C)CN(c2oc(-c3ccccc3F)nc2C#N)C1 (stereo not drawn) | ? | / | ?
Cc1ccc(C(C)NC(=O)COC(=O)C2=COCCO2)cc1C (stereo not drawn) | -11% | 1% | -3%

Additional results.
The line under a structure holds: DT40 TDP1 no CPT, TDP1 inh, DT40 TDP1 CPT
> CSc1ncc(C(=O)Nc2cccnc2)c(C(F)(F)F)n1
 : -1%, /, -11%
> Cc1cc(SCC(=O)N/N=C/c2ccc(C(=O)O)cc2)nc2ccccc12
 : 0%, /, 9%
> COc1cccc(CN(CCC(C)C)S(=O)(=O)c2cc(Br)ccc2Br)c1
 : 16µM*, /, 18µM*
> Cc1cccnc1NC(=O)C1CCC1
 : 1%, /, 10%
> COc1ccc(OC)c(CN2CCOc3ccc(C(O)c4cccnc4)cc3C2)c1 (stereo not drawn)
 : -29%, /, 10%[9.04 µM]
> CCC/C=C(\CCC)C(NS(=O)(=O)c1cccc2cccnc12)c1ccc(C(=O)OC)cc1 (stereo not drawn)
 : 23µM*, 3%&6%, ?
> O=C(Nc1ccc(Cl)cc1Cl)c1cc(S(=O)(=O)N2CCCCCC2)ccc1F
 : ?, -3%, ?
> CCNC(=O)c1c(NC(=O)c2cc(-c3cc(C)ccc3O)n[nH]2)sc2c1CCCC2
 : 16µM*, 0%, ?
> CCCCNC(=O)C[C@@H]1C[C@@]2(C(=O)OC)CCCCC=C2N(Cc2ccc3c(c2)OCO3)C1=O
 : ?, /, ?
> O=C(N/N=C/c1ccccc1O)c1cccc2ccccc12
 : 4.1µM*, /, 5.8µM*
> OCCNc1nc2ccccc2n1-c1ncnc2sc3c(c12)CCC3
 : 21µM*, -2%, ?
> O=Cc1cn[nH]c1-c1ccccc1
 : -20%, -4%, 2%
> CCN(CC)c1ccc(C2C(C(=O)Nc3ccccn3)=C(C)NC3=C2C(=O)CC(C)(C)C3)cc1 (stereo not drawn)
 : ?, 5%, ?
> COc1ccc(NC(=S)NCc2ccc(F)cc2)cc1
 : ?, /, -22%
> CC12CCC(=O)N1C(C(=O)N1CCN(c3ccccc3)CC1)CS2 (stereo not drawn)
 : -3%, 7%, 3%
> Cc1ccc(-n2c(SCC(=O)Nc3nccs3)nc3c(c2=O)SCC3)cc1
 : -28%, 4%, -27%
> CCOC(=O)c1c(O)c2c([nH]c1=O)CCCC2
 : -10%, -2%, -3%
> O=C(CN1CCSC1=O)Nc1ccc(N2CCOCC2)cc1
 : -19%, -10%, 0%
> COc1cc(C(=O)O)ccc1OCc1c(C)noc1C
 : -2%, -13%, 8%
> C#CCNC(=O)C[C@@H]1C[C@@]2(C(=O)OCC)CCC=C2N(Cc2ccco2)C1=O
 : -6%, /, 1%
> Cc1ccc(NC(=O)c2nc[nH]c2C(=O)N(C)CCO)cc1
 : -13%, /, 1%
> CC(C)(C)c1ccc(OCC(=O)NCC(c2cccs2)N2CCOCC2)cc1 (stereo not drawn)
 : ?, 0%, ?
> CN(C)S(=O)(=O)c1ccc(N2CCCC2)c(C(=O)NCC2CCCO2)c1 (stereo not drawn)
 : 5%, 5%, -12%
> NS(=O)(=O)c1cc(C(=O)Nc2ccc3c(c2)CCC3)ccc1Cl
 : ?, 11%, -3%
> COc1ccccc1NC(=O)N1CCN(c2nnc(C)c3c(C)n(-c4ccccc4)nc23)CC1
 : ?, 5%, ?
> O=C(Nc1ccc(F)c(Cl)c1)C1CC(=O)N(Cc2ccco2)C1 (stereo not drawn)
 : -7%, 0%[56.1 µM], -9%
> O=c1cc(CO)occ1OCc1cccc(C(F)(F)F)c1
 : 6%, 2%, -23%
> COc1ccc(CNC(=O)CN(C)Cc2ccc(C(C)(C)C)cc2)cc1
 : ?, /, ?
> COc1ccc(-c2c(-c3ccsc3)oc3ccc(N4CCOCC4)cc23)cn1
 : 16µM*, /, ?
> O=C1CCCC(=O)C1=Cc1c[nH]c2ccccc12
 : ?, -3%, -6%
> COc1ccc(C(=O)c2c(-c3ccc(OC)cc3)oc3ccc(-c4ccc(OC)nc4)cc23)cc1
 : ?, /, ?
> COc1ccc(CNc2nc3ccccc3n2C(C)C)c(O)c1
 : ?, /, ?
> C[C@H]1CN([C@@H](C)CO)C(=O)c2cccc(NC(=O)c3nc4ccccc4s3)c2O[C@H]1CN(C)C(=O)Nc1ccc(F)cc1
 : ?, 3%, ?
> CC1(C)CN=C(N(Cc2ccccc2)C(=O)Nc2ccccc2)S1
 : 4%, 1%, 3%
> COc1ccc(CCNC(=O)c2ccc(Cn3c(=O)[nH]c4cc(OC)c(OC)cc4c3=O)cc2)cc1OC
 : -19%, 3%, -26%
> CC1(C(=O)NS(=O)(=O)c2ccccc2)CCN1C(=O)Cc1ccccc1 (stereo not drawn)
 : 2%, /, 7%
> O=C(NCc1cccs1)c1ccc(CSc2nc3cccnc3n2Cc2ccccc2)cc1
 : 15µM*, 6%, ?
> CCOC(=O)c1sc(=NC(=O)c2ccc(OC)c(OC)c2)n(C)c1C
 : -25%, 2%, -4%
> COC(=O)c1ccc2c(c1)nc(C)n2CCO
 : 2%, -3%, -10%
> OC1(c2cccc(C(F)(F)F)c2)CCN(c2ccc(-c3ccccc3)nn2)CC1
 : -22%, -2%, -29%
> COCCSc1nnc(NS(=O)(=O)c2ccc(C)cc2)s1
 : -21%, 2%, -2%
> C=C(Br)COC(c1ccco1)[C@H](Cc1ccccc1)NC(=O)OC(C)(C)C (stereo partly drawn)
 : 11µM*, /, ?
> C=CCOc1c(CNc2ccc(C(=O)O)cc2)cccc1OC
 : -15%, 3%, -10%
> CCCCCC(=O)N1C[C@H](O)[C@@H](n2cc(COC(=O)c3ccccc3)nn2)C[C@@H]1c1ccc(OC)cc1
 : -12%, /, -16%
> Cc1ccc(CN2[C@H](C)[C@H](c3ccccc3)OCCS2(=O)=O)cc1
 : ?, /, ?
> CC(=O)Nc1ccc(S(=O)(=O)N(C)CC(=O)OC(C)C(=O)NC2(C#N)CCCCC2)cc1 (stereo not drawn)
 : -7%, /, -5%
> Cc1c([N+](=O)[O-])cnc(Sc2ccccc2)c1[N+](=O)[O-]
 : 9.2µM*, /, ?
> CC1CC(C)CN(S(=O)(=O)c2ccc(C(C)(C)C)cc2)C1 (stereo not drawn)
 : ?, 0%, ?
> COc1cccc(C(=O)NCCS(=O)(=O)N2CCCCC2)c1
 : -22%, /, 6%
> O=[N+]([O-])c1nn(-c2ccc3c(c2)OCCO3)n(O)c1=NCc1ccccc1Cl
 : ?, 2%, -28%

(next part)
The line under a structure holds: DT40 TDP1 no CPT, TDP1 inh, DT40 TDP1 CPT
> Cc1cccc(NS(=O)(=O)c2cc3c4c(c2)C(C)C(=O)N4CCC3)c1 (stereo not drawn)
 : -24%, 2%, ?
> CCCOc1ccc(C(=O)Nc2ccc(N3CCN(C(C)=O)CC3)cc2)cc1
 : ?, 3%[56.1 µM], ?
> COc1ccc(-c2nnc3n2N=C(C)CS3)cc1
 : -3%, 5%, -19%
> COc1c(C)cc(Br)cc1C(=O)Nc1ccc(N2CCN(S(C)(=O)=O)CC2)cc1
 : -30%, 2%, ?
> O=C(OCC(=O)N1CCCC1)c1ccccc1O
 : 3%, -2%[0.0935 µM], 6%
> COc1ccc([N+](=O)[O-])cc1N(CC(=O)N1CCN(Cc2ccccc2)CC1)S(C)(=O)=O
 : ?, /, ?
> CN1C(C(=O)NCc2cccc(Br)c2)CC2Cn3c(nc4cc5ccccc5cc43)C21 (stereo not drawn)
 : 21µM*, 2%, ?
> O=C(CCS(=O)(=O)c1ccc(Cl)cc1)Nc1ccc(N2CCOCC2)cc1
 : 15µM*, 0%, 21µM*
> COc1cccc(/C=C/C(=O)OCC(=O)N2c3ccccc3CC2C)c1OC (stereo not drawn)
 : 4%, 0%, 3%
> CCc1ccccc1NC(=O)CSc1n[nH]c(-c2cccnc2)n1
 : -18%, 0%[0.0935 µM], -11%
> O=C(NC1CCN(Cc2ccccc2)CC1)C(NS(=O)(=O)c1cccc2nsnc12)c1ccccc1 (stereo not drawn)
 : -18%, -11%, ?
> COc1ccc(C(CCN)Cc2ccccc2)cc1 (stereo not drawn)
 : 21µM*, 5%, 29µM*
> O=[N+]([O-])c1ccc(OCCn2cnc3ccccc32)cc1
 : ?, 5%, -14%
> ON=C1c2cc(OCCN3CCCCC3)ccc2-c2ccc(OCCN3CCCCC3)cc21
 : 8.2µM*, -9%, 7.3µM*
> O=C(O)C1C(c2ccccc2)=C1c1ccc(Br)cc1 (stereo not drawn)
 : -18%, /, -16%
> CSCC[C@H](NC(=O)Cc1c(C)c2c(cc(C)c3c(C)c(C)oc32)oc1=O)C(=O)O
 : 6%, /, 10%
> CCOc1ccc(C(=O)Nc2nc(C)cc(C)n2)cc1[N+](=O)[O-]
 : ?, 3%, -17%
> CCOC(=O)C1CCN(C(=O)C(C)N(c2ccc(Oc3ccccc3)cc2)S(C)(=O)=O)CC1 (stereo not drawn)
 : 9.2µM*, 0%, 12µM*
> C[C@H](CO)N1C[C@H](C)[C@@H](CN(C)C)Oc2c(NC(=O)C3CC3)cccc2C1=O
 : 0%, 0%, -25%
> O=C(CCCO)NC1Cc2ccccc2C1
 : -1%, 3%, -5%
> O=C(Nc1ccc(N2CCN(C(=O)c3ccco3)CC2)c(Cl)c1)c1c(F)c(F)c(F)c(F)c1F
 : 18µM*, 7%, 15µM*
> O=C1Cc2ccccc2N1c1c(Cl)cccc1Cl
 : ?, -1%, 11%
> Cc1c(NC(=O)c2ccc(Br)o2)cccc1-c1nc2ccccc2o1
 : 23µM*, -6%[12.3 µM], 26µM*
> COc1ccc(NS(=O)(=O)c2ccc3oc(SC4CCOC4=O)nc3c2)cc1 (stereo not drawn)
 : 2%, -2%, -5%
> COc1ccc(OC)c2[nH]c(=O)c(CCNC(=O)Cc3cccs3)cc12
 : -2%, 0%, 5%
> CC(=O)N1CCc2cc(Br)cc(S(=O)(=O)NCC3CCCO3)c21 (stereo not drawn)
 : 3%, 3%, -1%
